# Bioassay records: PubChem BioAssay, several laboratories
# Neddylation inh: inhibitors of human cullin neddylation; TR-FRET cullin neddylation, biochemical; calls only at 25 µM; actives 0.58% (n = 360,000); AID 651699; in the data active = inhibition above about 36%
# MLLE-PAM2 inh: inhibitors of microRNA-mediated deadenylation, human PABP1 MLLE binding; P11940; GST-MLLE / FITC-PAM2 fluorescence polarization; inhibition, % at 20 µM; actives 0.36% (n = 360,000); in the data active = inhibition above about 35%, passing the limit was not always enough;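 note: plate controls were DMSO wells with GST-MLLE for no effect and wells lacking GST-MLLE protein for full effect; some results filed as inactive read as strong as hits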
# Target sequence (P11940 whole entry, looked up): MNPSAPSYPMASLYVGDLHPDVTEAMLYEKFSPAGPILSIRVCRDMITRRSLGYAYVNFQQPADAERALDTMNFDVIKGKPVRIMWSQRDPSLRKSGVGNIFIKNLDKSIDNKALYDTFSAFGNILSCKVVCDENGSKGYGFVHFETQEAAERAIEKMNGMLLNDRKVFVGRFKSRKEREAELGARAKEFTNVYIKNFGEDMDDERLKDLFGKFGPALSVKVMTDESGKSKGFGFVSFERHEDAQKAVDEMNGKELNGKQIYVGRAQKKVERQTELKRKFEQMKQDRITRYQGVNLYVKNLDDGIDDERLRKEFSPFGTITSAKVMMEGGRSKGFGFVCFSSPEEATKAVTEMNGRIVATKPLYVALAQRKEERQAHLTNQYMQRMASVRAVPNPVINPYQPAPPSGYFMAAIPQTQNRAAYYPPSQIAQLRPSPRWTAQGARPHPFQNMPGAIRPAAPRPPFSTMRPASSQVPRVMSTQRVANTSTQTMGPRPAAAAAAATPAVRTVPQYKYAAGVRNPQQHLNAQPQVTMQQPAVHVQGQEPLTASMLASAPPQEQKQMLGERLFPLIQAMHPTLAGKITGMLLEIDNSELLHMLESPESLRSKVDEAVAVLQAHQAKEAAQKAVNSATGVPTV
# MsrA act: activators of bovine methionine sulfoxide reductase A. purified bovine MsrA, absorbance read-out. activation, % at 10.6 µM. actives 0.3% (n = 360,000); in the data active = activation above about 7.5%;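 note: 0% = vehicle and 100% = reference activator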
# Rin1-Abl PPI inh: human Rin1-Abl interaction inhibition. TR-FRET Rin1/Abl binding, biochemical. actives 0.4% (n = 360,000). P00519+Q13671. inhibition, % at 7.35 µM. AID 588664; in the data active = inhibition above about 5%, passing the limit was not always enough
# SKN-1 inh: blocks SKN-1 activity in C. elegans; C. elegans VP596 Pgst-4::GFP/RFP ratio, acrylamide-induced, 24 h; actives 0.49% (n = 360,000); inhibition, % at 21.8 µM;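 active = interference check ratio from 0.5 to 1.5 plus GFP to RFP signal ratio inhibition reaching or exceeding a fixed threshold, cut at about 30% in these data, passing the limit was not always enough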; note: some compounds called inactive have numbers as strong as hits
# NRP1-CendR mod: alters CendR peptide binding to human NRP-1. O14786. FAM-RPARPAR peptide binding to NRP-1, fluorescence polarization. inhibition, % at 25 µM. actives 0.85% (n = 360,000). AID 602438;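 active = inhibition or corrected inhibition above about 18%, plus a signal ratio from 0.5 to 1.5, limit read from the data, passing the limit was not always enough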; note: strong numbers were not always called active
# eLon inh: inhibitors of E. coli Lon protease; actives 0.42% (n = 360,000); P0A9M0; AID 602123; purified E. coli Lon protease, fluorescence polarization; inhibition, % at 7.94 µM; in the data active = inhibition above about 13%, passing the limit was not always enough;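 note: 0% = enzyme with probe and DMSO and 100% = no enzyme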
# FAS TE block: blocks the thioesterase domain of human fatty acid synthase | P49327 | recombinant FAS-TE, OMFH fluorogenic substrate, fluorescence endpoint | inhibition, % at 15 µM | actives 0.67% (n = 360,000);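 active = compounds whose normalised, plate-corrected inhibition of enzyme fluorescence in the single-dose primary screen is 50% or more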;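 note: 0% = DMSO with enzyme and 100% = substrate without enzyme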
# MT1-MMP act inh: MT1-MMP (human) activation inhibition. P50281. HT1080 RFP-PRO-GFP cells, GFP/RFP ratio fluorescence, overnight; percent of plate control window, DMSO zero. GFP/RFP ratio change, % at 20 µM. actives 0.061% (n = 360,000);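 active = GFP/RFP ratio change of at least 30% with cell ATP level not reduced by more than half and red fluorescence within 50% of control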; note: strong numbers were not always called active
#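 Material: RFP-PRO-GFP reporter HT1080 cells. Dosing: single-point 20 µM compound, 1% DMSO. Controls: DMSO and RFP-L50D-GFP cell wells. Timing: cells overnight before dosing, compound overnight, 37 °C, 5% CO2. Measure: GFP/RFP fluorescence ratio.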
# Numbers without * were called inactive; i = inactive; x = no result given. Rows were taken by chance, and some 4% of all compounds hit somewhere here.
# Short keys – A = Neddylation inh; B = MLLE-PAM2 inh; C = MsrA act; D = Rin1-Abl PPI inh; E = SKN-1 inh; F = NRP1-CendR mod; G = eLon inh; H = FAS TE block; I = MT1-MMP act inh
SMILES: O=C(CN1CCOc2ccccc21)NCc1ccc(Cl)cc1
  A = i | B = 1 | C = -1 | D = -1 | E = -1 | F = -4 | G = -6 | H = 2 | I = -1

SMILES: O=C(CSc1nc(-c2ccc(F)cc2)cc(C(F)(F)F)n1)Nc1ccc2c(c1)OCO2
  A = i | B = 7 | C = -6 | D = 3 | E = -3 | F = -2 | G = -2 | H = 0 | I = -2

SMILES: CCNc1nc(Oc2ccc(=O)[nH]n2)nc(N2CCOCC2)n1
  A = i | B = -8 | C = -9 | D = 5 | E = 0 | F = -7 | G = -11 | H = -10 | I = 3

SMILES: Cc1ccc(CN(Cc2cc3cc(C)ccc3[nH]c2=O)C(=O)N2CCOCC2)cc1
  A = i | B = -1 | C = 0 | D = 0 | E = 5 | F = 4 | G = -14 | H = -8 | I = 0

SMILES: COC(=O)c1ccccc1NC(=O)CN1C(=O)NC2(CCCCCCC2)C1=O
  A = i | B = -15 | C = -2 | D = -2 | E = 12 | F = -12 | G = -13 | H = 3 | I = 7

SMILES: CN(C)c1ccc(NC(=O)CC2NCCNC2=O)cc1 (centres undefined)
  A = i | B = -7 | C = -4 | D = -1 | E = -27 | F = -6 | G = -13 | H = -10 | I = -3

SMILES: Cc1c(NC(=O)/C(=C/c2cccs2)NC(=O)c2ccccc2)c(=O)n(-c2ccccc2)n1C
  A = i | B = -1 | C = -1 | D = -4 | E = 1 | F = 23 | G = 1 | H = -6 | I = -2

SMILES: CCOC(=O)C1CCN(C(=O)CCN2C(=O)C3C4C=CC(C4)C3C2=O)CC1 (centres undefined)
  A = i | B = 1 | C = -6 | D = 1 | E = -14 | F = -9 | G = -2 | H = -6 | I = 3

SMILES: Cc1occc1-c1nnc(SCC(=O)c2ccc(Cl)cc2)n1C
  A = i | B = -16 | C = -3 | D = 0 | E = -13 | F = -7 | G = -6 | H = -5 | I = 1

SMILES: CCCc1nc2c(C)cc(Br)cn2c1Cc1ccccc1
  A = i | B = 7 | C = -1 | D = -4 | E = 20 | F = -6 | G = -3 | H = 9 | I = -4

SMILES: CCc1ccc(N2CC(C(=O)OCc3csc(CC(=O)Nc4ccccc4C)n3)CC2=O)cc1 (centres undefined)
  A = i | B = 6 | C = -3 | D = 0 | E = -4 | F = -2 | G = -1 | H = -3 | I = -1

SMILES: CC(C)[C@H](NC(N)=O)C(=O)Nc1cccc([N+](=O)[O-])c1
  A = i | B = 11 | C = -2 | D = -2 | E = 9 | F = 9 | G = 0 | H = -1 | I = 3

SMILES: Cc1ccccc1-n1c(SC(C)C(=O)N2CCN(C)CC2)nc2ccccc2c1=O (centres undefined)
  A = i | B = 18 | C = -3 | D = 1 | E = -11 | F = 9 | G = 7 | H = -4 | I = 0

SMILES: Cc1ccc(C(=O)C(OC(=O)CN2C(=O)c3ccccc3C2=O)c2ccccc2)cc1 (centres undefined)
  A = i | B = -4 | C = 0 | D = 0 | E = 13 | F = -7 | G = -1 | H = 29 | I = 1

SMILES: Cc1ccsc1CNc1ncnc2ccc(-c3c(C)noc3C)cc12
  A = i | B = 14 | C = -3 | D = 0 | E = 0 | F = 15 | G = -4 | H = 11 | I = 17

SMILES: O=C(CN(C1CC1)S(=O)(=O)c1ccc(S(=O)(=O)NC2CCCCC2)cc1)Nc1ccccc1
  A = i | B = -2 | C = -7 | D = 1 | E = -3 | F = -5 | G = -4 | H = 16 | I = 2

SMILES: CC1CCCCC1NC(=O)COC(=O)c1ccc2c(c1)NC(=O)CS2 (centres undefined)
  A = i | B = 15 | C = -3 | D = 2 | E = -15 | F = 3 | G = 6 | H = 2 | I = 1

SMILES: C[C@H]1CN([C@@H](C)CO)C(=O)c2cccc(NC(=O)Nc3ccc(C(F)(F)F)cc3)c2O[C@@H]1CN(C)C(=O)Nc1ccc(F)cc1
  A = i | B = -5 | C = 0 | D = -3 | E = 6 | F = 6 | G = 4 | H = 45 | I = 7

SMILES: CCC(c1nnnn1Cc1ccco1)N(Cc1cc2cc(C)cc(C)c2[nH]c1=O)CC1CCCO1 (centres undefined)
  A = i | B = 1 | C = -10 | D = -1 | E = -18 | F = -43 | G = -9 | H = 0 | I = -21

SMILES: CC[C@@H](CC1CCCCC1)C(=O)N(Cc1ccccc1)c1ccccc1
  A = i | B = 7 | C = -2 | D = 4 | E = -3 | F = 20 | G = 1 | H = 14 | I = 2

SMILES: COc1cccc(NC(=O)CN(C)C(=O)CN2C(=O)c3ccc([N+](=O)[O-])cc3C2=O)c1
  A = i | B = -19 | C = 2 | D = 3 | E = 1 | F = -1 | G = -9 | H = 3 | I = 0

SMILES: COc1ccc(/C=N/n2cnc3c([nH]c4ccccc43)c2=O)cc1CO
  A = i | B = -4 | C = -5 | D = 0 | E = -7 | F = -1 | G = 0 | H = -1 | I = 1

SMILES: O=C1C=C(N2CCOCC2)C2(CCCCC2)O1
  A = i | B = -14 | C = -1 | D = -1 | E = -2 | F = 16 | G = 1 | H = -3 | I = -2

SMILES: O=C(NC(=S)NC1CCS(=O)(=O)C1)c1ccccc1F (centres undefined)
  A = i | B = 0 | C = -2 | D = 1 | E = -1 | F = 3 | G = 0 | H = -6 | I = 1

SMILES: O=C(COC(=O)c1ccc(Cl)c(S(=O)(=O)N2CCCCC2)c1)NCc1ccco1
  A = i | B = -20 | C = -3 | D = 2 | E = -2 | F = 5 | G = -7 | H = 2 | I = -7

# The list goes on:
compound,Neddylation inh,MLLE-PAM2 inh,MsrA act,Rin1-Abl PPI inh,SKN-1 inh,NRP1-CendR mod,eLon inh,FAS TE block,MT1-MMP act inh
Cc1c(Cl)cccc1NC(=O)c1ncn[nH]1,i,-2,-2,-2,5,1,-4,-13,2
COc1ccc(C(=O)Nc2ccc(NC(=O)c3cccs3)cn2)cc1,i,5,-4,-1,-8,-4,0,-2,2
CN(Cc1ccc(-n2cccn2)cc1)Cc1nc(-c2cnccn2)no1,i,-15,-5,1,4,-6,-4,1,-3
CN1CCOC(=O)/C1=N/Nc1cc(Cl)ccc1Cl,i,0,-8,1,-3,-6,3,14,-3
COc1cccc(NC(=O)CNC(=O)c2ccc(F)cc2)c1,i,-8,-2,2,19,-8,-4,-8,3
CSCC[C@H](NC(=O)c1cccc(S(=O)(=O)N2CCN(C)CC2)c1)c1nc2ccccc2[nH]1,i,-2,1,-1,18,5,-4,-1,-5
Cc1cc(C)c2c(=O)[nH]c(SCC(=O)N3CCCCC3)nc2n1,i,13,-3,-4,-24,-10,-2,-7,3
Cc1ccc(Cn2c(SCC(=O)N/N=C/c3ccccc3OCC(=O)O)nc3ccccc32)cc1,i,-35,-7,1,-7,3,-10,3,7
CCC(C)c1ccc(S(=O)(=O)N2CCN(C(=O)c3ccc(Cl)c(S(=O)(=O)N4CCOCC4)c3)CC2)cc1 (centres undefined),i,-21,-2,0,-13,1,9,44,-11
Cc1ccc(C(=O)CSc2nc(O)cc(=O)[nH]2)cc1C,i,13,-3,-3,3,7,-20,-3,0
CCCc1nc2c(sc3nc4c(cc32)COC(C)(C)C4)c(=O)o1,i,4,-3,3,-4,-2,5,42,-1
CC(C)Cc1nc(SCC(=O)N2CCCCC2)c2c(=O)n(C)c(=O)n(C)c2n1,i,-7,0,-1,9,10,11,6,-2
CC1(C)CC(=O)C2=C(C1)OC(N)=C(C#N)C21C(=O)N2CCCc3cccc1c32 (centres undefined),i,8,-9,0,-11,5,-5,-1,-4
O=C(Nc1ccncc1)Nc1ccc(F)cc1,i,7,-1,4,0,2,-8,-4,3
O=C(Nc1ccc(N2CCOCC2)c(Cl)c1)c1ccc(S(=O)(=O)N2CCOCC2)cc1,i,16,-11,-1,5,-7,5,-15,4
CCCN(CCC)S(=O)(=O)c1ccc(Cl)c([N+](=O)[O-])c1,i,-5,-10,2,5,10,-1,25,-4
CSc1nc2ccccc2c(=O)n1N,i,1,1,-5,9,-2,1,-6,-4
COC(=O)C(N)Cc1ccc(O)cc1 (centres undefined),i,-14,-2,-1,3,8,-1,-7,-2
CCOC(=O)c1ccc(NC(c2ccc(N(C)C)cc2)P(=O)(OC(C)C)OC(C)C)cc1 (centres undefined),i,-8,-1,1,-3,2,5,7,-9
CC(=O)c1cnc(-c2ccccc2)s1,i,-5,-1,-2,4,-7,2,-1,-1
CNC(=O)c1c(NC(=O)CCS(=O)(=O)c2ccccc2)sc(C)c1C,i,11,-3,1,-5,6,-12,0,1
C/C(=N/NC(=O)CNC(=O)c1ccccc1F)c1ccc2c(c1)CCCC2,i,-1,3,2,14,-6,-1,8,2
CN(c1ccccc1)c1ncccn1,i,11,1,-1,-5,2,8,-8,4
Nc1ccccc1C(=O)N/N=C1/C2CN3CCN(C2)CC1(Cc1ccccc1)C3,x,-6,-2,3,-2,4,-5,-6,1
CCO[C@@H]1OC(C(=O)N2CCCCCCC2)=C[C@H](C2CCCCC2)[C@H]1CCCO,i,-5,-7,4,-4,5,-6,0,2
O=C(c1cc(-c2cccc(Cl)c2)on1)N1CCN(c2ccc(F)cc2)CC1,i,3,-6,4,-7,9,3,19,3
N#CC1=C(N)NC(=S)C(C(N)=O)C1c1ccc(Cl)cc1Cl (centres undefined),i,29,1,1,16,-4,-2,2,-3
COc1ccc(S(=O)(=O)N2CCC(=O)N2)cc1,i,3,-1,2,22,7,4,-5,2
O=C(CN1C(=O)c2ccccc2C1=O)NCc1ccccn1,i,-6,-13,1,6,-2,-5,-11,-3
COc1cc(NS(=O)(=O)c2ccc(N=Cc3c(C)[nH]n(-c4ccccc4)c3=O)cc2)nc(OC)n1,i,11,-1,-2,4,-5,-2,-3,5
CCN(C(=O)Cc1c(C(=O)O)n(CC)c2ccccc12)c1ccccc1C,i,3,-11,2,-16,4,11,-1,2
Cc1[nH]ccc(=O)c1OCc1c(Cl)cccc1Cl,i,-5,-1,4,11,6,3,-8,3
CSCc1cc(N2CCOCC2)nc(SCc2ccc(Cl)cc2Cl)n1,i,4,1,1,12,-7,-11,27,-8
CCOC(=O)C1(Cc2ccccc2C)CCCN(C(=O)c2cc(C3CC3)[nH]n2)C1 (centres undefined),i,8,-1,-2,1,6,9,0,-1
